CHO-K1 Ca antag = M1 antagonist counterscreen hit in parental CHO-K1 cells; ATP-induced calcium, Fluo-8 fluorescence; inhibition, % at 3 µM; 0.6% of 360,000 active; AID 602250;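 active = inhibition above a per-plate cutoff, the plate's mean sample inhibition plus 3 SD, cut at about 24% in these data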;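 note: 0% = DMSO plus EC80 ATP and 100% = DMSO alone without ATP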
M1 ag parental = counter-screen for M1 agonists: effect in parental CHO-K1 cells; Fluo-8 calcium fluorescence; scaled to maximal ATP response, vehicle zero; activation, % at 3 µM; 0.48% of 360,000 active; in the data active = activation above about 15%;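 note: untransfected CHO-K1 host cells lacking M1 receptor as counterscreen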
M1 PAM = human M1 muscarinic receptor positive allosteric modulators, primary screen, CHO-K1 cells, Fluo-8 calcium fluorescence, 1536-well; Muscarinic acetylcholine receptor M1 (Homo sapiens), P11229; CHO-K1 hM1, ACh EC20; 0% = ACh EC20, 100% = maximal ACh; activation, % at 3 µM; 0.088% of 360,000 active; in the data active = activation above about 19%, passing the limit was not always enough
M1 antag = human M1 muscarinic receptor antagonists, primary screen, CHO-K1 cells, Fluo-8 calcium fluorescence, 1536-well | CHO-K1 hM1, ACh EC80 antagonist | inhibition, % at 3 µM | 1.3% of 360,000 active;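 active = percent inhibition above its own plate's cutoff, namely the mean of that plate's compound wells plus 3 SD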;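 note: peak over basal fluorescence ratio during 140 s after agonist addition; 0% = ACh EC80 plus DMSO and 100% = DMSO alone without agonist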
M1 ag = human M1 muscarinic receptor agonists, primary screen, Fluo-8 calcium fluorescence, CHO-K1 cells, HTS; Muscarinic acetylcholine receptor M1 (Homo sapiens), P11229; CHO-K1 hM1, agonist mode; 0% DMSO, 100% acetylcholine EC100; activation, % at 3 µM; 0.33% of 360,000 active; AID 588814, 2011;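 active = activation above the run's mean compound activation plus 3 SD, cut at about 16% in these data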;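 note: peak over basal fluorescence ratio within a 140 s kinetic read after compound addition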
M4 ag = human M4 muscarinic receptor agonists, primary screen, CHO-K1 cells, Fluo-8 calcium fluorescence | Muscarinic acetylcholine receptor M4 (Homo sapiens), P08173 | CHO-K1 hM4/Gqi5; vehicle 0%, full acetylcholine response 100% | activation, % at 3 µM | 0.14% of 360,000 active | AID 624127, 2012;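 active = activation above the run mean over all test wells plus 3 SD, cut at about 32% in these data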;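 note: peak over basal fluorescence ratio per well then scaled between controls; 0% = DMSO wells and 100% = acetylcholine at EC100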
Target sequence (P08173 whole entry, looked up): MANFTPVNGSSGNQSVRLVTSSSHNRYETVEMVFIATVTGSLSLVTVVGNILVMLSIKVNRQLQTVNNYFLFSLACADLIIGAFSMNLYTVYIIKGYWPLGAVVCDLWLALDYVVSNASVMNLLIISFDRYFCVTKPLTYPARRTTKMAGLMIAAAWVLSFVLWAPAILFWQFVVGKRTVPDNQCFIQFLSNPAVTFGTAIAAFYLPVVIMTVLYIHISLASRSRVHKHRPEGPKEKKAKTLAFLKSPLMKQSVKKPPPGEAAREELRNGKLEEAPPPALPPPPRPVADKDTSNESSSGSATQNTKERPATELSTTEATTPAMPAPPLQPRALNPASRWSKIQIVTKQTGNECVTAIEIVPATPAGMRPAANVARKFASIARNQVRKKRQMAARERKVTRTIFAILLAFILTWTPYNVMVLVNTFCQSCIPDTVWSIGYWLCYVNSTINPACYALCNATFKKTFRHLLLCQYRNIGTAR
OXTR potentiate = human OXTR potentiators, primary screen, fluorescence, CHO-OTR cells, Fluo-8 calcium; Oxytocin receptor (Homo sapiens), P30559; Fluo-8 calcium fluorescence, potentiator mode; 0% = oxytocin EC15, 100% = EC100; activation, % at 3 µM; 0.061% of 320,000 active; AID 2445, 2010;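 active = activation above that plate's cutoff, the mean activation of tested compounds plus 3 SD, cut at about 6.6% in these data, passing the limit was not always enough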;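 note: 100% uses oxytocin at 75 nM as the full agonist control; some results filed as inactive read as strong as hits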
Target sequence (P30559 whole entry, looked up): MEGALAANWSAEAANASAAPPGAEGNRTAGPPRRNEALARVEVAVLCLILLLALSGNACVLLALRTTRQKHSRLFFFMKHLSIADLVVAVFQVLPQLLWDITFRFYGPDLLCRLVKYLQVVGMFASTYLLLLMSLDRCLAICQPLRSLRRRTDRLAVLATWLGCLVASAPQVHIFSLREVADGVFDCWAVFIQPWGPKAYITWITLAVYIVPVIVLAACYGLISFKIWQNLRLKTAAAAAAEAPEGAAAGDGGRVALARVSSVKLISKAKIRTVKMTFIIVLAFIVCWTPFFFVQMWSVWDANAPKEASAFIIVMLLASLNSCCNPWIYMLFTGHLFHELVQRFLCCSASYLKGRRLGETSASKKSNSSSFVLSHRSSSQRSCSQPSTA
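Dosing: Single dose, 3.0 µM nominal final compound concentration | Material: Human OTR in CHO cells | Technique: Kinetic Fluo-8 calcium fluorescence | Benchmarks: EC15 oxytocin alone as 0%, 75 nM oxytocin as 100% | Probe or stimulus: Oxytocin at about EC15, sub-maximal agonist stimulus | Incubation: Compound 6 min at room temperature before oxytocin, 100 s read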
CHRM4 antagonist = human M4 muscarinic receptor antagonists, primary screen, CHO cells, Fluo-8 calcium fluorescence; 0.73% of 360,000 active; CHO-hM4 cells, ACh EC80; Muscarinic acetylcholine receptor M4 (Homo sapiens), P08173; AID 624125, 2012; inhibition, % at 3 µM;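 active = inhibition above its plate's cutoff, the mean inhibition of sample wells plus 3 SD, cut at about 27% in these data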;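 note: 0% = acetylcholine EC80 with DMSO and 100% = DMSO without agonist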
CHO parental Ca = ATP-evoked calcium signal inhibitors, parental CHO, primary screen, counter-screen for OX1R antagonist project, cell-based, fluorescence, Fluo-8 calcium dye; AID 463079, 2010; parental CHO-K1, ATP-induced calcium, Fluo-8 fluorescence; 0.63% of 330,000 active; inhibition, % at 5.6 µM;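 active = inhibition above that plate's mean sample inhibition plus 3 SD, cut at about 26% in these data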;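 note: 0% = ATP-challenged DMSO wells and 100% = DMSO wells without ATP; some compounds past the cut are filed as inactive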
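Assay system: parental CHO cells; Read-out basis: percent inhibition of ATP-evoked calcium rise, normalized to controls; Benchmarks: ATP and no-ATP DMSO wells; Compound dosing: single nominal dose of 5.6 µM per compound; Signal: Fluo-8 calcium dye fluorescence; Also added: ATP as calcium-mobilizing challenge; Repeats: singlicate.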
Numbers without * were called inactive; x = not tested or not shown.

SMILES	CHO-K1 Ca antag	M1 ag parental	M1 PAM	M1 antag	M1 ag	M4 ag	OXTR potentiate	CHRM4 antagonist	CHO parental Ca
CCOC(=O)C1=C(CSc2nc3c(cc2C#N)CN(C)CC3)OC(N)=C(C#N)C1c1ccccc1 (stereo not given)	-10	-0.3	-13	14	-5	1	-7	-3	-6
CC1=NN(c2ccccc2)C(=O)C1c1ccccc1 (stereo not given)	-17	0.1	17	-18	-4	0	-10	-11	-5
CSc1nc2ccc(S(=O)(=O)N3CCCCC3)cc2s1	2	0.2	0	4	-6	-2	-3	13	-8
CN(C)C(C)(C)/C=C/C(O)(c1ccccc1)c1ccccc1	-9	3.2	-26	100*	-8	7	-7	70*	-4
CCCc1nnc(NC(=O)c2ccc(N3C(=O)C4C5C=CC(C5)C4C3=O)cc2)s1 (stereo not given)	-13	2.0	4	-13	2	4	-7	-6	-7
O=C(Nc1ccccn1)[C@@H]1CCC(=O)N1C(=O)OCc1ccccc1	-11	0.6	11	-9	0	1	-10	-2	-11
CCOc1cc(C(=S)N2CCOCC2)ccc1OC(=O)c1cccc(C)c1	6	4.6	-9	18	-2	11	-9	6	-9
Oc1ccc(Br)cc1C=Nc1ccc2[nH]ncc2c1	0	0.1	-1	2	-5	2	-4	-3	6
OC(CN1CCN(C(c2ccccc2)c2ccccc2)CC1)c1ccc(Br)cc1 (stereo not given)	-5	-0.3	-22	38*	-10	-2	-3	10	-34
Cc1ccc(N=c2ssnc2Cl)cc1	1	0.3	5	-2	3	0	-11	10	-3
O=c1c2ccccc2ncn1-c1ccccc1[N+](=O)[O-]	-5	0.1	11	-10	-3	1	-5	5	8
Cc1ccc(OCC(=O)N/N=C\c2c(C)[nH]n(-c3ccccc3)c2=O)c([N+](=O)[O-])c1	-14	1.1	5	-7	-7	2	-14	-4	-9
CCCn1c(SCC(=O)NC(=O)Nc2ccc(C)cc2C)n[nH]c1=O	-7	0.4	-9	1	0	0	-1	4	-7
O=C1c2ccccc2NC2(CCCC2)N1N=C1CCCC1	18	-0.1	-3	4	-3	1	0	0	-1
Cc1cccc(C)c1NC(=O)c1sccc1SCC#N	-25	0.0	-1	7	-6	1	-3	3	-10
Cc1cccc(NCC(=O)N/N=C\c2ccc[nH]2)c1	-4	0.6	10	-16	-3	0	3	-5	-10
CNC(=S)N1N=C(c2ccc(Br)cc2)CC1c1ccc(N(C)C)cc1 (stereo not given)	-3	-0.1	5	-4	-5	-1	-17	-13	-21
c1ccc2c(c1)nc(Nc1ccc(N3CCCCC3)cc1)c1nncn12	-6	-0.2	5	-10	-2	0	-2	-7	-17
O=C(NCc1ccc(Cl)cc1)c1ccccc1CCc1ccccc1	-9	1.1	-5	3	-8	2	-9	-5	-17
COc1cc(S(=O)(=O)N2CCN3CCCC3C2)ccc1-n1cnnn1 (stereo not given)	-15	0.1	2	-22	-4	1	-3	4	-2
O=C(CCn1c(=O)oc2ccccc21)N1CCc2ccccc21	-9	0.2	3	1	-3	0	-10	-8	-4
COc1ccc(Cl)cc1C(=O)NNC(=S)NC(=O)c1cc(-c2ccccc2)nc2ccccc12	8	0.3	-2	-14	-2	2	-22	0	13
Cc1cc(N2C(=O)C3CC=CCC3C2=O)cc(C)c1Br (stereo not given)	-10	0.2	5	-7	-6	-2	1	3	-13
Cc1n[nH]c(=O)c2c(NC(=O)COC(=O)c3cccc(OC(F)F)c3)oc(C)c12	2	0.5	10	-11	3	-1	-9	-9	3
COc1ccc(OCC(=O)NNC(=O)Nc2cccc(Cl)c2)cc1	-15	0.0	5	-4	-3	1	x	-5	x
Cn1c(CN2CCN(C(=O)c3ccc(F)cc3)CC2)nc2cc([N+](=O)[O-])ccc21	11	-0.4	-9	6	-11	0	-3	0	14
CCOc1ccc(C2=CC(c3ccccc3)n3ncnc3N2)cc1 (stereo not given)	-10	-0.3	10	-16	-5	3	-4	-3	-20
Cc1sc(NC(=O)Nc2ccccc2)c(C(N)=O)c1C	2	2.1	6	1	-6	4	-20	3	-19
O=C(Nc1ccccc1)c1ccc(-n2cnnn2)cc1	-11	1.6	3	-3	-3	2	-5	-7	-4
COC(=O)CCCC1=CC2=CC(=O)C(C)(OC(=O)c3cccs3)C(=O)C2=CN1CC1CC1 (stereo not given)	-2	-0.2	-6	5	-4	1	-8	-3	2
Cc1cc2cc(CN3C(=O)c4ccccc4C3=O)ccc2[nH]1	6	-0.1	-1	0	-5	1	-14	3	-15
COc1ccccc1OCC(=O)NNC(=O)C1CCN(c2ncnc3sc(C)c(C)c23)CC1	-12	7.9	-12	12	-3	15	-7	-4	-18
COCC(=O)Nc1ccc(Nc2ccccc2)cc1	3	0.5	-4	13	-2	1	-11	-9	-3
Cc1ccc(-n2nnnc2CCl)cc1	-10	0.1	15	-17	-2	1	x	0	x
CC1CSC(N(C(=O)c2ccc(S(C)(=O)=O)cc2)c2ccc(Cl)cc2)=N1 (stereo not given)	-4	16*	-1	-2	-1	3	-10	-3	-23
COc1cc(/C=C/C(=O)OCC(=O)Nc2ccc(S(=O)(=O)N3CCCC3)cc2)ccc1O	-7	1.7	4	-10	-3	8	-8	-9	-5

Some of the entries above, set out differently.
molecule | CHO-K1 Ca antag | M1 ag parental | M1 PAM | M1 antag | M1 ag | M4 ag | OXTR potentiate | CHRM4 antagonist | CHO parental Ca
COC(=O)CCCC1=CC2=CC(=O)C(C)(OC(=O)c3cccs3)C(=O)C2=CN1CC1CC1 (stereo not given) | -2 | -0.2 | -6 | 5 | -4 | 1 | -8 | -3 | 2
COCC(=O)Nc1ccc(Nc2ccccc2)cc1 | 3 | 0.5 | -4 | 13 | -2 | 1 | -11 | -9 | -3

(further entries)
SMILES	CHO-K1 Ca antag	M1 ag parental	M1 PAM	M1 antag	M1 ag	M4 ag	OXTR potentiate	CHRM4 antagonist	CHO parental Ca
CCOc1ccc(NC(=O)CN(C)C(=O)Cc2ccsc2)cc1OCC	-12	0.4	14	-10	-1	1	-4	-7	-14
CNC(=O)Nc1cc(C(C)(C)C)no1	-1	0.7	6	-3	-2	0	-14	-10	-1
CCn1c(C)c(C(C)=O)c(N2CCN(c3ccc(F)cc3)CC2)nc1=S	-8	-0.4	11	-9	-6	2	-15	5	-30
CC(=O)Nc1c(Cl)c(Cl)c2c(c1Cl)Cc1cc(Cl)ccc1-2	-9	0.9	7	-19	-2	1	x	-3	x
CCOC(=O)C1=C(O)C(Nc2nccs2)(C(F)(F)F)N=C1C (stereo not given)	-18	0.5	6	1	-4	2	-5	-15	-12
CC(C)Sc1nc2c([nH]1)c(=N)ncn2Cc1ccccc1	-20	1.2	15	-20	3	1	-12	4	-11
COc1ccc2[nH]c3c(=O)n(CCCC(=O)NC4CCC(C)CC4)c(=S)[nH]c3c2c1 (stereo not given)	-5	0.6	8	-8	-4	0	-3	-1	-16
OC1c2cc(Br)ccc2N=C2CCCN21 (stereo not given)	-5	0.5	9	-4	-7	1	-5	-1	7
O=C(Cc1ccsc1)N1CCN(S(=O)(=O)c2ccccc2F)CC1	-6	0.6	10	-7	-4	4	-5	3	-9
O=C1CCC(=O)N1c1ccccc1OS(=O)(=O)c1ccccc1	-4	0.2	11	-12	-1	1	-4	-9	-5
CC(C)c1ccc(N2C(=O)CC(Sc3ncn[nH]3)C2=O)cc1 (stereo not given)	10	-0.6	12	-19	2	0	2	6	-2
O=C(Nc1ccc(C(=O)N2CCCCC2)cc1)C1CCCC1	-2	0.2	9	-10	-2	1	x	-2	x
O=C(CN1C(=O)NC2(CCCCC2)C1=O)NCCc1ccc(Cl)cc1Cl	-11	0.2	0	-4	-3	2	-3	2	-18
CN1CCC(N(C)S(=O)(=O)c2ccc(NC(=O)COc3ccc(Br)cc3Cl)cc2)CC1	-5	2.0	9	-19	-2	11	-17	-2	-9
O=C1CCCC(O)=C1N=Nc1ccc(Cl)c(Cl)c1	4	5.3	3	4	-5	6	-14	-2	-9
CCC(=O)N1CCc2cc(S(=O)(=O)N3CCCCC3CC)ccc21 (stereo not given)	-8	1.1	-1	1	-4	1	-7	1	0
CC(C)C[C@@H](COc1ccccc1)N1CCN(CCc2ccccc2)CCC1=O	-15	-0.3	1	1	-8	4	-12	6	-40
CCc1ccc(C(C)NC(=S)NC2CCCCC2)cc1 (stereo not given)	1	7.6	4	-12	-2	10	x	-4	x
O=C(CN1CCCCCC1=O)OCc1ncc(-c2ccccc2)o1	-2	1.1	6	-5	-2	1	-10	5	-7
CC(OC(=O)c1cc(=O)[nH]c2ccccc12)C(=O)NC1CCCC1 (stereo not given)	-5	-0.3	7	-4	-2	1	0	6	-12
COC(=O)c1cccc(NC(=O)Nc2ccccc2OC)c1	-3	1.5	7	-1	-1	5	2	-6	-4
CCOC(=O)N1CCC(N(CCCOC)C(=O)Nc2cccc(OC)c2)CC1	-7	7.7	1	4	-6	1	2	7	-8
CCOC(=O)c1nc2ccccc2nc1C	-7	0.5	4	-8	-6	0	0	12	-4
COC(=O)C1=C(NC(=O)c2ccc(C)cc2)CCS1	-37	1.2	0	0	-2	1	2	3	-3
COc1ccc([N+](=O)[O-])cc1NCc1c(F)cccc1F	-7	0.2	4	-9	-9	-1	x	6	x
COc1cc2cnc(CCO[C@H]3CCCCO3)cc2cc1OC	-19	0.8	16	-21	-5	1	5	-6	-8
Cc1ccc(O)c(CC(C)C)n1	-12	0.1	5	-5	-3	0	-3	4	-9
CCC(C)(C)NC(=O)C(c1ccncc1)N(Cc1cccs1)C(=O)Cn1nnc2ccccc21 (stereo not given)	1	-0.1	4	-8	-4	0	-6	-1	-34
CCCc1oc(C(=O)O)cc1CN1CCOCC1	-22	0.1	1	-2	-5	0	-2	-5	1
O=c1[nH]c(-c2cccnc2)nc2sc(-c3ccccc3)cc12	-7	0.2	1	0	-2	1	-14	1	-9
Cc1ccc(NC(=O)CN(CCc2ccccc2)S(C)(=O)=O)cc1	-3	1.2	-1	-3	-2	2	x	1	x
Cc1c(C)n(C)c2ccc(C(=O)NCCCN3CCN(C)CC3)cc12	-15	0.1	5	-8	-5	0	0	-9	-5
CCC(=O)Nc1ccc(C(=O)NCc2ccccn2)cc1	5	0.5	0	5	-3	0	-9	-3	8
O=C(CSc1nc(=O)n2ccccc2n1)Nc1ccc2c(c1)OCCO2	13	-0.1	-14	35*	1	1	-5	2	5
COc1ccc(NC(=O)c2cc(C)no2)cc1OC	-5	0.3	14	-13	-2	0	-7	4	4
